# GPR7 antagonist – GPR7 receptor antagonists, primary screen, cell-based, fluorescence, single concentration | Neuropeptides B/W receptor type 1 (Homo sapiens), P48145 | GPR7-expressing cells, fluorescence antagonist assay | inhibition, % at 4.4 µM | actives 1.1% (n = 290,000) | AID 1861, 2009; in the data active means inhibition above about 16%, passing the limit was not always enough;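 further: cells stimulated with the agonist NPW; 0% = agonist with vehicle and 100% = vehicle without agonist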
# Target sequence (P48145 whole entry, looked up): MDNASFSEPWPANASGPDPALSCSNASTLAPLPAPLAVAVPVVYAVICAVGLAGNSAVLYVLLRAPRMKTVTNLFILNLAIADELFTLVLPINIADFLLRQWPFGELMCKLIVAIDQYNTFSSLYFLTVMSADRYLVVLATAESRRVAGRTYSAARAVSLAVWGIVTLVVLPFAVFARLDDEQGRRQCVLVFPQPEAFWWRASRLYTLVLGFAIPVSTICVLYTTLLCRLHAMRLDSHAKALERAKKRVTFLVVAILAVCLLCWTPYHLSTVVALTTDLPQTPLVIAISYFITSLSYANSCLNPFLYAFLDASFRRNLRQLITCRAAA
# CHO-K1 Ca antag – counter-screen for M1 antagonists: effect in parental CHO-K1 cells. ATP-induced calcium, Fluo-8 fluorescence. inhibition, % at 3 µM. actives 0.6% (n = 360,000). AID 602250;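 active means inhibition above a per-plate cutoff, the plate's mean sample inhibition plus 3 SD, cut at about 24% in these data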;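 further: 0% = DMSO plus EC80 ATP and 100% = DMSO alone without ATP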
# OXTR agonist – human OXTR agonists, primary screen, fluorescence, CHO-OTR cells, Fluo-8 calcium | Oxytocin receptor (Homo sapiens), P30559 | actives 0.32% (n = 320,000) | AID 2435, 2010 | Fluo-8 calcium fluorescence; normalized: DMSO 0%, oxytocin 100% | activation, % at 3 µM;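 active means activation above the mean of all tested compounds plus 3 SD, cutoff set per screening run, cut at about 20% in these data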;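 further: peak over basal fluorescence ratio from a 100 s FLIPR kinetic read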
# Target sequence (P30559 whole entry, looked up): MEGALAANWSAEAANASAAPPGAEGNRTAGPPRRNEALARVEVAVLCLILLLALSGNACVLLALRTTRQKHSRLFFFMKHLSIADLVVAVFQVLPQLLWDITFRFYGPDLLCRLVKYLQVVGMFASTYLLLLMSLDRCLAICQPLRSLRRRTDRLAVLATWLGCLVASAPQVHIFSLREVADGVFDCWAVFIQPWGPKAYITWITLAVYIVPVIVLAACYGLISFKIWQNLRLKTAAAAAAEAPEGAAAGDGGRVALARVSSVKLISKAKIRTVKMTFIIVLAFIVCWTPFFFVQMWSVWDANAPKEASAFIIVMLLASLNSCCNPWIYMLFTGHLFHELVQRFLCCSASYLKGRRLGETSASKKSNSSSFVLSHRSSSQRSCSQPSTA
# OXTR potentiate – human OXTR potentiators, primary screen, fluorescence, CHO-OTR cells, Fluo-8 calcium. actives 0.061% (n = 320,000). Oxytocin receptor (Homo sapiens), P30559. AID 2445, 2010. Fluo-8 calcium fluorescence, potentiator mode; 0% = oxytocin EC15, 100% = EC100. activation, % at 3 µM;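 active means activation above that plate's cutoff, the mean activation of tested compounds plus 3 SD, cut at about 6.6% in these data, passing the limit was not always enough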;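 further: 100% uses oxytocin at 75 nM as the full agonist control; some results filed as inactive read as strong as hits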
#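 Dosing: Single dose, 3.0 µM nominal final compound concentration | Material: Human OTR in CHO cells | Technique: Kinetic Fluo-8 calcium fluorescence | Benchmarks: EC15 oxytocin alone as 0%, 75 nM oxytocin as 100% | Probe or stimulus: Oxytocin at about EC15, sub-maximal agonist stimulus | Incubation: Compound 6 min at room temperature before oxytocin, 100 s read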
# TAAR1 antag – human TAAR1 antagonists, primary screen, Fluo-8 calcium fluorescence, CHO RD-HGA16 cells; Trace amine-associated receptor 1 (Homo sapiens), Q96RJ0; antagonist; inhibition, % at 3 µM; actives 1.5% (n = 360,000);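 active means inhibition above a per-plate cutoff, the mean inhibition of test compounds on that plate plus 3 SD, cut at about 49% in these data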;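 further: 0% = DMSO plus EC80 beta-PEA response and 100% = DMSO alone without agonist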
# Target sequence (Q96RJ0 whole entry, looked up): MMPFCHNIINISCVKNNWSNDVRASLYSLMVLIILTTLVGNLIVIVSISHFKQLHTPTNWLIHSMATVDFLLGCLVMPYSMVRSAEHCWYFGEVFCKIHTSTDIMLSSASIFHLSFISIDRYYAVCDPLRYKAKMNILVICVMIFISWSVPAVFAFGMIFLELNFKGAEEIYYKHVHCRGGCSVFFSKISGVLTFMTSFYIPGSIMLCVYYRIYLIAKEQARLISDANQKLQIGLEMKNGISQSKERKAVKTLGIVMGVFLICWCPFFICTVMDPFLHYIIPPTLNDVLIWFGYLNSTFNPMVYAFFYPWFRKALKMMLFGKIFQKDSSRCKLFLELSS
#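 System: RD-HGA16 CHO cells with stable hTAAR1 and Gα16 | Probe or stimulus: EC80 β-phenethylamine stimulus | Dosing: 3 µM, single point | Times: Dye loading 75 min at 37 °C, then 30 min room temperature | Measured by: Fluo-8 calcium-sensitive fluorescence | Read-out basis: % inhibition of agonist calcium response | Replicates: n of 1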
# V1aR counter – agonists of human V1a receptor, primary screen, counter-screen for OXTR agonist project, fluorescence, CHO-V1R cells; Fluo-8 calcium fluorescence, agonist mode; 0% DMSO, 100% 3 nM vasopressin; AID 2797, 2010; Vasopressin V1a receptor (Homo sapiens), P37288; actives 0.25% (n = 320,000); activation, % at 3 µM;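 active means activation above the mean activation of all tested compounds plus 3 SD, per screening run, cut at about 20% in these data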;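 further: signal is peak over basal fluorescence ratio across a 100 second FLIPR read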
# CHO parental Ca – ATP-evoked calcium signal inhibitors, parental CHO, primary screen, counter-screen for OX1R antagonist project, cell-based, fluorescence, Fluo-8 calcium dye | parental CHO-K1, ATP-induced calcium, Fluo-8 fluorescence | inhibition, % at 5.6 µM | actives 0.63% (n = 330,000);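 active means inhibition above that plate's mean sample inhibition plus 3 SD, cut at about 26% in these data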;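 further: 0% = ATP-challenged DMSO wells and 100% = DMSO wells without ATP; some compounds past the cut are filed as inactive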
#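 Material: parental CHO cells / Compound: single nominal dose of 5.6 µM per compound / Signal: Fluo-8 fluorescence / Replicates: singlicate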
# CHO-K1 Ca ag – counter-screen for M1 agonists: effect in parental CHO-K1 cells; AID 602248, 2012; activation, % at 3 µM; actives 0.48% (n = 360,000); Fluo-8 calcium fluorescence; scaled to maximal ATP response, vehicle zero; in the data active means activation above about 15%;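 further: untransfected CHO-K1 host cells lacking M1 receptor as counterscreen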
# CHO-K1 Ca PAM – nonselective calcium activators in parental CHO-K1 cells, primary screen, counter-screen for M1 PAM project, cell-based, Fluo-8 calcium fluorescence, full deck, 1536-well. ATP EC20; 0% at ATP EC20, 100% at ATP max. activation, % at 3 µM. actives 0.02% (n = 360,000). AID 602247, 2012;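 active means activation above the run cutoff, the mean activation of all test compounds plus 3 SD, cut at about 40% in these data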;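 further: peak over basal fluorescence ratio in a 140 s read after ATP addition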
# * marks the source's active call; other numbers are inactive results; . = not tested or not shown.
SMILES,GPR7 antagonist,CHO-K1 Ca antag,OXTR agonist,OXTR potentiate,TAAR1 antag,V1aR counter,CHO parental Ca,CHO-K1 Ca ag,CHO-K1 Ca PAM
CCc1ccc(NS(=O)(=O)c2cc(OC)ccc2OC)cc1,10,-34,2.9,-1,16,2.5,-16,4.0,30
CCOc1ccccc1NC(=O)CCc1c(C)nn(-c2ccc(N3CCCCC3)nn2)c1C,-10,-5,5.2,-11,39,4.8,-12,5.2,5
Cc1cc(C)c2c(-n3cccc3)c(C(=O)O)sc2n1,-11,-14,-0.3,-3,16,1.2,-5,0.3,-11
CN(CC(=O)NC1CCCCC1)S(=O)(=O)c1cccc2cccnc12,6,-1,0.7,-3,6,-0.3,11,0.2,6
O=C1c2ccccc2S(=O)(=O)c2cc(N3CCOCC3)ccc21,.,1,-1.7,-4,17,0.6,-17,-0.1,-1
Cc1ccsc1/C=N/NC(=O)c1nnn(-c2nonc2N)c1CSc1ccccc1,0,-13,0.3,-22,-18,0.2,9,2.2,22
O=C(OCCN1C(=O)c2ccccc2C1=O)c1cccc(OC(F)F)c1,-6,-5,-1.1,-12,8,-1.0,-17,2.6,18
CCOc1cc(C(=O)NCc2ccc(C)cc2)ccc1OCC(=O)N1CCOCC1,-8,9,0.2,-2,16,1.2,-25,0.2,1
CC(NC(=O)c1ccncc1)c1ccc(Br)cc1 (stereo not drawn),.,-1,3.5,-2,7,0.9,1,1.7,6
CN(C)c1ccc(/C=N/NC(=O)CNC(=O)c2ccc3c(c2)OCCO3)cc1,-19,-3,-1.6,-7,-12,-0.8,-2,-0.3,24
CN(C)CCN(C(=O)CN1C(=O)c2ccccc2C1=O)c1nc2cc3c(cc2s1)OCO3,-4,1,0.9,-6,-13,0.3,-9,1.5,8
CC1CC(C)(C)NC(=S)N1CCCC(=O)NCCc1ccc(Cl)cc1 (stereo not drawn),-7,-17,-1.5,-3,-13,0.3,-10,0.4,20
CCN(CC(=O)Nc1ccc(OC)cc1)C(=O)c1cc([N+](=O)[O-])ccc1N1CCOCC1,.,2,-0.9,-8,-12,2.9,-15,0.6,3
OCCC1CN(Cc2nc3ccccc3s2)CCN1C1CCCC1 (stereo not drawn),0,-4,0.4,-4,-1,0.0,-14,0.0,-2
CCOc1ccccc1N1CCN(S(=O)(=O)c2cccs2)CC1,-6,-12,-1.4,-4,-5,-0.4,-18,0.3,2
CC1(C)CC(NC(=O)C(F)(F)F)CC(C)(C)N1OC(=O)c1ccco1,-6,15,0.0,-19,-9,-0.3,-11,0.4,14
O=C(NCCc1ccc(F)cc1)c1cc([N+](=O)[O-])ccc1N1CCOCC1,.,8,-0.1,-3,-4,-0.3,-16,0.5,2
O=C(CCC1CCCC1)NCc1cccs1,-5,2,-2.4,-7,-2,-0.9,-12,-0.2,-3
CC(C)CCNC(=O)C1CC(c2ccc(C(F)(F)F)cc2)=NO1 (stereo not drawn),.,-8,5.9,-11,12,8.8,52*,6.2,11
COc1ccccc1C(CNc1nc(C(F)(F)F)nc2ccccc12)N(C)C (stereo not drawn),4,-12,4.5,-1,-11,0.6,-15,3.0,-6
CCc1ccc(C(=O)CN(C#N)c2nc(C)cc(C)n2)cc1,4,-11,-2.0,-14,6,-0.5,-21,0.9,24
CCC(C)Oc1cccc(C(=O)Nc2ccccc2N2CCOCC2)c1 (stereo not drawn),-18,18,-2.2,-16,13,-0.9,-22,0.3,-6
Cc1cc(NC2CCCCC2)nc(NCc2ccccc2)n1,24*,22,14,-17,19,15,36*,15*,8
O=C(NCc1cccc(Cl)c1)C1Cc2c(-c3ccccc3Oc3ccccc3)ccnc2O1 (stereo not drawn),.,-12,.,.,-10,.,.,0.7,10
CCCn1c(-c2cccs2)nc2c1c(=O)[nH]c(=O)n2Cc1ccccc1,-9,-12,-0.2,-5,3,-0.4,-25,0.6,13
Cn1c(=O)c2c(Nc3ccc(F)cc3)cc(=O)n(-c3ccccc3)c2n(C)c1=O,-10,-6,0.0,-9,-10,-0.2,-10,0.2,-10
COCCN(C(=O)CCC(=O)Nc1ccccn1)C(C(=O)NC1CCCC1)c1ccc(OC)cc1 (stereo not drawn),-1,-4,-1.0,-15,-13,-1.4,-8,0.5,11
COc1ccccc1OCCNC(=O)C(=O)c1c[nH]c2ccccc12,-6,11,2.7,-8,-1,0.6,-14,0.5,-3
O=C(CSc1ccc2nnc(CCNC(=O)c3ccccc3)n2n1)Nc1ccc(F)cc1F,-13,-12,0.0,-2,-14,-0.5,-17,1.9,15
O=C(O)CCCCCNCc1c(Cl)cccc1Cl,5,-10,0.4,-12,-28,1.2,9,1.1,16

# 3 compounds out of the list, sorted by formula weight, lowest first.
SMILES,GPR7 antagonist,CHO-K1 Ca antag,OXTR agonist,OXTR potentiate,TAAR1 antag,V1aR counter,CHO parental Ca,CHO-K1 Ca ag,CHO-K1 Ca PAM
Cc1cc(NC2CCCCC2)nc(NCc2ccccc2)n1,24*,22,14,-17,19,15,36*,15*,8
COc1ccccc1C(CNc1nc(C(F)(F)F)nc2ccccc12)N(C)C (stereo not drawn),4,-12,4.5,-1,-11,0.6,-15,3.0,-6
Cn1c(=O)c2c(Nc3ccc(F)cc3)cc(=O)n(-c3ccccc3)c2n(C)c1=O,-10,-6,0.0,-9,-10,-0.2,-10,0.2,-10

# Next part.
SMILES,GPR7 antagonist,CHO-K1 Ca antag,OXTR agonist,OXTR potentiate,TAAR1 antag,V1aR counter,CHO parental Ca,CHO-K1 Ca ag,CHO-K1 Ca PAM
Cc1ccc(SCCC(=O)NC(C)(C)C)cc1,-9,-17,0.2,-4,-9,0.4,5,0.5,21
CCOC(=O)C(NC(=O)Nc1ccc(C(N)=O)cc1)(c1ccccc1)C(F)(F)F (stereo not drawn),-16,10,-0.7,-1,7,-0.9,-1,0.5,6
O=C(CN1C(=O)C2C3C=CC(C3)C2C1=O)Nc1ccc(S(=O)(=O)N2CCCCC2)cc1 (stereo not drawn),-1,-7,1.7,-8,-6,3.4,-6,2.7,21
O=C(CCn1c(=O)oc2ccccc21)n1c(=O)oc2ccccc21,6,-15,-0.7,-11,-12,-1.2,-14,0.4,17
Cc1cc(C)c(NC(=O)CSc2nnc(-c3ccco3)n2N)c(C)c1,-5,8,0.3,1,-9,0.6,-3,-0.3,-4
COc1ccc(NS(=O)(=O)c2ccc(NC(=S)NCC3CCCO3)cc2)cc1 (stereo not drawn),9,-7,5.3,-8,10,7.6,9,8.3,4
CC(C)(C)C(=O)c1c(N)[nH]c(C(=O)c2ccccc2)c1-c1ccc(F)cc1,.,-19,.,.,3,.,.,0.7,9
COC(=O)[C@]12CCCCC=C1N(Cc1cccc3ccccc13)C(=O)[C@H](CC(=O)N1CCN(C(=O)C3CC3)CC1)C2,.,-20,.,.,25,.,.,5.3,10
C/C(=N/NC(=O)c1ccc(O)cc1)c1cccc([N+](=O)[O-])c1,-6,0,-0.4,-9,-14,0.1,5,-0.2,13
Cc1noc(C)c1S(=O)(=O)N1CCC(C(=O)N2CCN(Cc3ccc4c(c3)OCO4)CC2)CC1,-8,-4,1.4,-10,7,5.4,-13,2.4,19
CCn1nc(C)c(NC(=O)c2ccc(Cl)cc2)c1C,-15,-12,1.0,-9,-12,-0.2,13,0.0,17
CC1CCN(C(=O)c2ccc3c(c2)C(=O)c2ccccc2-3)CC1,.,-13,.,.,12,.,.,0.6,22
CCc1ccc(Nc2n[n+](-c3ccccc3)c(-c3ccc(SC)cc3)s2)cc1,34,-7,-0.6,-6,19,-0.3,-11,-0.3,-1
CCCCC(=O)C1=C(N2CCCC2)CC(C)(C)CC1=O,-13,6,-1.0,0,-2,-0.2,-13,-0.1,-5
CN(C)C(=O)c1cccc(-c2cnc3c(NC=O)cc(-c4cccc(F)c4)cn23)c1,.,21,.,.,6,.,.,2.5,-1
Cc1cc(C)n2nc(SCC(=O)N3CCC(C(=O)O)CC3)nc2n1,.,-8,1.7,1,-10,1.7,-11,0.3,8
CC1CCCC(C)N1C(=O)COC(=O)CCc1nc2ccccc2c(=O)[nH]1 (stereo not drawn),-2,2,0.7,2,-19,0.1,-4,3.8,17
CC(=O)N1CCC(N(CCN2CCOCC2)C(=S)Nc2cc(C)cc(C)c2)CC1,-24,-13,-0.3,-6,6,-0.2,-6,0.5,9
COc1ccccc1OCCNC(=O)C1CC(=O)N(c2ccccc2OC)C1 (stereo not drawn),.,-14,-0.5,-9,-1,1.3,-4,1.2,24
O=C(NC1CCS(=O)(=O)C1)c1sc2ccccc2c1Cl (stereo not drawn),0,-2,-2.1,-8,5,0.9,-7,0.3,8
COc1ccc(NC(=S)N(CCO)Cc2ccccc2)cc1,-8,-14,1.4,3,.,0.1,-10,13,20
CC1(C)CC(=O)CC(=O)/C1=N\Nc1c(Cl)cc(Cl)cc1Cl,-11,-3,-2.6,-3,-2,0.1,-14,-0.1,13
CCCNC(=O)C1CC2Cn3c(nc4ccccc43)C2N1C (stereo not drawn),.,-3,-0.1,-3,12,1.0,-3,0.0,-11
CC(=O)N(C)c1ccc(NC(=O)Nc2cccc3ccccc23)cc1,-6,-6,0.0,-5,-2,-0.2,13,1.7,-2
O=CN1CCN(C(=O)COc2ccc(Cl)cc2Br)CC1,-10,2,0.0,0,5,0.1,-12,0.3,5
CSc1ccc(C2=C/C(=C3/SC(=S)NC3=O)c3ccccc3O2)cc1,.,-14,.,.,-21,.,.,-0.1,18
Cc1ccc(NC(=O)c2cccc(Oc3ccc([N+](=O)[O-])cc3)c2)c(C(=O)O)c1,-7,-7,-0.6,0,-17,0.4,2,1.0,15
O=C(Nc1ccc(F)cc1)Nc1csc2ccccc12,8,20,6.8,-14,32,7.3,12,14,-3
CCCC12CN3CCN(CC(C3)/C1=N\NC(=O)c1ccccc1Cl)C2,1,7,-0.1,-7,9,-0.3,-8,3.5,22
CC(C)CNC(=O)C(=O)NCC1OCCCN1S(=O)(=O)c1cccs1 (stereo not drawn),-14,-6,-0.7,-1,-15,-1.2,-15,1.1,16
Cc1cc(C(=O)OCC(=O)c2cccc([N+](=O)[O-])c2)c2cccc(C)c2n1,-13,-3,-1.1,-2,3,-0.1,-8,-0.1,10

# From PubChem BioAssay
